LDHA block = qHTS assay for inhibitors of human lactate dehydrogenase; L-lactate dehydrogenase A chain (Homo sapiens), P00338; purified LDHA, NADH/diaphorase-resazurin fluorescence; hits give low values; activity change, % (values are at about 110 or 230 µM); hit rate 0.15% among 480,000; in the data active = activity change below about -30%; inconclusive = mostly about -25% to -30%;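 also: plate controls were DMSO wells for no effect and wells without enzyme for full effect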
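Remaining NADH was detected by diaphorase (0.133 mg/mL) converting 37 µM resazurin to fluorescent resorufin, read at 0 and 20 minutes. The preceding 5-minute room-temperature reaction used 2 nM LDHA, 0.2 mM sodium pyruvate and 0.06 mM NADH at pH 7.4.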
Pol iota inh = qHTS for Inhibitors of Polymerase Iota | DNA polymerase iota (Homo sapiens), Q9UNA4 | Pol iota fluorescent replication assay, 10 min | Potency, µM (highest dose often 115 µM), without a hit: at the top dose activity, negative = inhibition, most hits filed as inhibitors | hit rate 1% among 390,000 | AID 588590, 2011; also: potency is read from the fitted curve at half-maximal effect
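Fluorescent replication assay read twice, at 0 min and 10 min after adding 50 nM (final) substrate. Enzyme (10 nM) and compounds were first incubated 15 min at room temperature; enzyme-free buffer wells were negative controls.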
Glioma ERSR ind = qHTS for Inducers of the Endoplasmic Reticulum Stress Response (ERSR) in Human Glioma: qHTS; hit rate 0.02% among 420,000; AID 602332, 2012; Potency, µM, inactives show at the top dose activation, hits mostly activators; U87-MG GRP78 promoter luciferase reporter, 16 h; also: potency is read from the fitted curve at half-maximal effect; series mostly up to about 76 µM; % of control where 0% means no effect; nearly all actives have a fitted effect of over 35% in size
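ERSR induction read as luciferase luminescence (Bright-Glo, 10 min at room temperature) in stably transfected human U87-MG glioma cells exposed to compounds for 16 h, using GRP78 as sensor.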
BLM inh = qHTS Assay for Inhibitors of Bloom's syndrome helicase (BLM) | recombinant BLM DNA unwinding, fluorescence dequenching | Potency, µM (series often up to 56.1 µM), for inactives: top-dose activity change, negative = inhibition, hits mostly inhibitors | hit rate 0.2% among 350,000;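 also: potency is read from the fitted curve at half-maximal effect; plate controls were vehicle for no effect and no enzyme for full effect; nearly all actives have a fitted effect of over 35% in size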
Anesthetic bind = qHTS Assay for Identification of Novel General Anesthetics; apoferritin/1-aminoanthracene competitive binding, fluorescence; hit rate 0.074% among 350,000; Potency, µM (doses to about 77.5 µM), without a hit: top-dose activity change, negative = displacement, hits mostly inhibitors; AID 485281, 2010; also: potency is read from the fitted curve at half-maximal effect; % is scaled to controls: 0 for no effect and ±100 for the full control effect; nearly all actives have a fitted effect of over 20% in size
Target sequence (P02791 2-175 limits assumed): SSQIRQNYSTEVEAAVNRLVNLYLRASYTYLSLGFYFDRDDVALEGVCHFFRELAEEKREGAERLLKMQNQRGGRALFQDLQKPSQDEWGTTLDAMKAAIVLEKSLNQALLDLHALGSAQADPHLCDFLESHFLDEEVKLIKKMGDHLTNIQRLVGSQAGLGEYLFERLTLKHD
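Read-out: endpoint 1-AMA fluorescence, excitation 380 nm and emission 535 nm, after compounds sit 10 min at room temperature with 10 uM horse-spleen apoferritin in 50% saturated 1-AMA/PBS. Values come from four-parameter Hill fits.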
POLK inh = qHTS for Inhibitors of Polymerase Kappa; DNA polymerase kappa (Homo sapiens), Q9UBT6; purified Pol kappa, fluorescent DNA synthesis assay, 10 min; Potency, µM (series often up to 107 µM), for inactives: at the highest dose activity, negative = inhibition, actives largely listed as inhibitors; hit rate 0.53% among 400,000; AID 588579, 2011; also: potency is read from the fitted curve at half-maximal effect; % is scaled to controls: 0 for no effect and ±100 for the full control effect
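Pol kappa 10 nM + cpd, 15 min RT; start w/ substrate 50 nM final; fluorescence kinetic read, 0 and 10 min. Neg ctrl: buffer, no enzyme.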
Pol beta inh = qHTS Assay for Inhibitors of DNA Polymerase Beta. hit rate 1.3% among 340,000. Potency, µM (titrated, usually from 114 µM), for the others: top-dose activity change, negative = inhibition, hits mostly inhibitors. P06746. Pol beta primer extension/strand displacement, fluorescence kinetic; also: potency is read from the fitted curve at half-maximal effect; % is scaled to controls: 0 for no effect and ±100 for the full control effect
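Enzyme-only controls used 10 nM Pol beta; buffer lacking enzyme served as negative control. Compound preincubated 15 min, then 50 nM substrate added; 0 and 10 min reads at room temperature.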
APEX1 inh = qHTS Assay for Inhibitors of the Human Apurinic/apyrimidinic Endonuclease 1 (APE1) | DNA repair nuclease/redox regulator APEX1 (Homo sapiens), P27695 | hit rate 0.35% among 350,000 | Potency, µM (top dose mostly 65.8 µM), for the others: top-dose activity change, negative = inhibition, hits mostly inhibitors | recombinant APE1, TAMRA/BHQ-2 abasic DNA cleavage fluorescence;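 also: potency is read from the fitted curve at half-maximal effect; plate controls were vehicle for no effect and reference inhibitor for full effect; nearly all actives have a fitted effect of over 55% in size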
Target sequence (P27695 whole entry, looked up): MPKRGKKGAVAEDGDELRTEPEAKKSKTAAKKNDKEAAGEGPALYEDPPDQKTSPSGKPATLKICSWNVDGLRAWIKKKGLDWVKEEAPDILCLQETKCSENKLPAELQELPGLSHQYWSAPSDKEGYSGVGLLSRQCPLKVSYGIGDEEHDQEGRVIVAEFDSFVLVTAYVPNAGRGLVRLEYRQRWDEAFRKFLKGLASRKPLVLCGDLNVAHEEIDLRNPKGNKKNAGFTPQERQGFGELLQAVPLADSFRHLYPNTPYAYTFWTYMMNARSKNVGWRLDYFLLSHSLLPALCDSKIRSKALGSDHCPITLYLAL
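APE1 at 0.75 nM preincubated 15 min at room temperature with compound. Reaction then started with 50 nM double-stranded THF-abasic substrate labelled with TAMRA/BHQ-2, and 525/598 nm fluorescence read kinetically. Activity taken as third-minus-first read difference, normalized to DMSO and NSC13755 controls.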
POLH inh = qHTS for Inhibitors of Polymerase Eta | hit rate 1.2% among 390,000 | AID 588591, 2011 | recombinant Pol eta, fluorescent DNA replication assay | DNA polymerase eta (Homo sapiens), Q9Y253 | Potency, µM (highest dose often 114 µM), without a hit: top-dose activity change, negative = inhibition, actives largely listed as inhibitors; also: potency is read from the fitted curve at half-maximal effect; % is scaled to controls: 0 for no effect and ±100 for the full control effect
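Pol eta at 10 nM preincubated with compounds 15 min at room temperature; reaction started with fluorescent substrate (50 nM final) and read kinetically at 0 and 10 min.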
Numbers without * were called inactive; ? = inconclusive; . = not tested or not shown; & = joins results of further samples; [ ] = dose if it differs, or a comment. Unless noted, calls follow the shape of the dose curve; as a rule, active = well fitted curve in the direction sought with a large enough effect; inconclusive = small, poorly fitted or top-dose-only effect, or another doubt; inactive = no such curve, though single readings can be large; an effect the other way counts as inactive or inconclusive.

SMILES	LDHA block	Pol iota inh	Glioma ERSR ind	BLM inh	Anesthetic bind	POLK inh	Pol beta inh	APEX1 inh	POLH inh
COc1cccc(NC(=O)Nc2cccn(Cc3ccc(C)cc3)c2=O)c1	3	5%	3%	-14%	?	1%	-9%	-1%	-14%
CC1CCCN(C2(O)C(=O)Nc3ccc([N+](=O)[O-])cc32)C1 (centres undefined)	-2	-6%	-2%	-5%	-2%	4%	39%	27%	-10%
COc1ccc(-c2nnn(CC(=O)N(CC(=O)NC3CCCC3)Cc3ccco3)n2)cc1OC	-3	155%[activator]	3%	-2%	-6%	1%	-20%	-1%	-10%
O=c1oc2ccccc2c2c1nnn2CCO	-6	71%[activator]	-5%	3%	-4%	-18%	-2%	-1%	-6%
CC(C)N(C(=O)[C@H]1C[C@H](CC(=O)NCCCN(C)C)C(=O)N2CCc3c([nH]c4cc(CCC(=O)N(C)C)ccc34)[C@]12C)C(C)C	-2	?	-5%	.	.	-3%	.	-2%	-13%
COc1cccc(CN(C)C(=O)COc2ccc(C(=O)c3ccc(Cl)cc3)cc2)c1OC	3	-6%	-2%	-10%	?	-8%	?	15%	-19%
O=C(CN1C(=O)NC2(CCCC2)C1=O)OCc1ccc(F)cc1	-10	49%[activator]	1%	.	.	0%	.	13%	-26%
CCCC(=O)NC(c1ccc(OC)cc1)c1ccc2cccnc2c1O (centres undefined)	7	5%	-7%	-7%	-18%	-7%	0%	11%	-11%
Cc1ccc(N=C2C(=O)Nc3ccc(Br)cc32)cc1	31	?	-2%	-12%	2%	-9%	-16%	-9%	-18%
CC(C)c1ccc(Nc2c(-c3ccc(N(C)C)cc3)nc3cnccn23)cc1	-10	4%	1%	-8%	-12%	-3%	11%	.	-17%
O=C(CSc1nc2c([nH]c3ccccc32)c(=O)n1-c1cccc(Cl)c1)N1CCOCC1	?	?	-3%&-9%	-7%&-9%	-7%&4%	-17%	?	-5%	?
CCc1cc2cc3c(cc2nc1SCC(=O)Nc1c[nH]c(=O)[nH]c1=O)OCO3	-3	-12%	-5%	-3%	17%	1%	-15%	64%[activator]	-5%
CN(/N=C/c1cc(Cl)cc(Cl)c1O)C(=S)NC(C)(C)C	-1	14%	-8%	-11%	15%	-20%	6%	1%	-20%
CN(CC(=O)Nc1ccc(F)cc1)C(=O)c1ccccc1Sc1ccccc1C#N	-5	1%	-3%	.	.	-13%	.	9%	-23%
CNc1ncc(C(=O)c2ccc(-c3ccccc3)cc2)s1	-11	-1%	1%	-3%	-7%	-1%	16%	20%	-5%
CN(C)S(=O)(=O)c1ccc(C(=O)N2CCCC2c2nc3ccccc3s2)cc1 (centres undefined)	-3	-10%	2%	6%	-10%	8%	-2%	1%	-12%
COc1ccc(C(=O)N(Cc2ccccc2)c2cccc(C)c2)cc1	0	-10%	3%	-8%	-1%	0%	?	?	-24%
C/C(CC(=O)Nc1ccccn1)=N\NC(=O)C(=O)Nc1ccccc1C	-4	9%	0%	0%	-15%	-22%	9%	0%	-1%
COc1cccc(C2C(C(=O)c3cc4ccccc4o3)=C(O)C(=O)N2c2cc(C)on2)c1 (centres undefined)	-1	9%	-3%	-9%	?	-7%	34%	15%	-2%
COc1ccc(-c2cc3c(=O)n(CC(=O)Nc4cc(C)ccc4C)ccn3n2)cc1	-8	11%	.	-11%	51%[activator]	-7%[60.1 µM]	45µM*	.	.
Cc1cccc(NC(=O)CSc2nc(N)cc(N)n2)c1	-5	30%[activator]	1%	-8%	2%	0%	-1%	1%	-14%
O=C(NNc1cc(N2CCOCC2)nc(N2CCOCC2)n1)c1ccc(Cl)cc1Cl	9	32%[activator]	-4%	-14%	4%	-17%	27%	-12%	-17%
CN(C)S(=O)(=O)Nc1cc(F)cc(F)c1	-3	23%	-4%	-10%	?	3%	3%	-4%	-11%
CC(=O)c1c(C)oc2ccc(N(C(=O)Oc3ccccc3)S(=O)(=O)c3ccc(Cl)cc3)cc12	0	19%	-2%	-3%	-5%	5%	11%	.	3%
Cc1cc(Nc2ncc(Cl)cc2Cl)n(-c2ccccc2C)n1	-2	3%	1%	-11%	3%	-10%	9%	-5%	-12%
COC1=C/C(=C/c2c(N)n3nc(CC(=O)N4CCCC4)sc3nc2=O)C=CC1=O	-4	?	-1%	0%	11%	?	-1%	60%	-4%
Cc1cccc2[nH]c(-c3ccc(NC(=O)c4ccco4)cc3)nc12	-11	-12%	-14%	-1%	70%[activator]	-11%	0%	1%	-11%
O=C(NC1CCCCC1)c1ccc(S(=O)(=O)NCc2ccco2)cc1	-3	-1%	-3%	-1%	-16%	-19%	-6%	-6%	-7%
O=C(Nc1ccc(F)cc1Cl)c1ccc2c(=O)n3c(nc2c1)CCCCC3	1	-6%	6%	0%	-11%	6%	12%	0%	-8%
O=C(Oc1ccc(Nc2ncnc3ccccc23)cc1)c1cccnc1	0	-5%	7%	-4%	-11%	-2%	1%	0%	-18%
CN(Cc1ccccc1)C(=O)CCC1CCN(C(=O)c2ccccc2C(F)(F)F)CC1	0	16%	-1%	-5%	-15%	14%	5%	10%	-16%
Cn1c(=O)n(-c2cccc(Cl)c2)c(=O)n1C	-7	13%	-6%	0%	3%	-9%	-22%	0%	0%
NC(CS)C(=O)O (centres undefined)	-2	2%	-4%&-5%	-1%	.	1%[60.1 µM]	.	.	.
Cc1noc(/C=C/c2ccco2)c1S(=O)(=O)N1CCC(C(=O)N2CCc3ccccc3C2)CC1	-3	45µM*	-1%	?	?	-35%	-111%	-5%	?
CCc1ccc(N2C(=O)CSC23C(=O)N(Cc2ccc(C)cc2)c2ccccc23)cc1 (centres undefined)	-2	6%	5%	-10%	-10%	-5%	0%	.	-5%
COc1cccc(CNC(=O)C2CCCN(S(=O)(=O)c3ccc4c(ccn4C)c3)C2)c1OC (centres undefined)	-5	29%	-2%	0%	-4%	-7%[60.1 µM]	?	.	-21%
CN(Cc1ccc(F)cc1)Cc1nc(-c2ccccc2)no1	-2	164%[activator]	-4%	-6%	5%	-4%	20%	12%	-17%
C=CCOc1cccc(C2/C(=C(/O)c3ccc(Cl)cc3)C(=O)C(=O)N2CCN2CCOCC2)c1 (centres undefined)	3	12%	-6%	-1%	-12%	-7%	23%	6%	-10%
COc1ccc2cc3c(N)c(C(=O)NCc4ccco4)sc3nc2c1	1	?	-4%	-16%	-3%	?	3%	-9%	?
OCC[C@@H]1C[C@H](O)[C@@H](O)[C@@]2(OCCCc3ccccc32)O1	-3	3%	5%	-1%	-10%	-9%	39%	15%	-1%

2 entries from above, set out differently.
Compound,LDHA block,Pol iota inh,Glioma ERSR ind,BLM inh,Anesthetic bind,POLK inh,Pol beta inh,APEX1 inh,POLH inh
COc1ccc2cc3c(N)c(C(=O)NCc4ccco4)sc3nc2c1,1,?,-4%,-16%,-3%,?,3%,-9%,?
OCC[C@@H]1C[C@H](O)[C@@H](O)[C@@]2(OCCCc3ccccc32)O1,-3,3%,5%,-1%,-10%,-9%,39%,15%,-1%

New compounds follow
SMILES	LDHA block	Pol iota inh	Glioma ERSR ind	BLM inh	Anesthetic bind	POLK inh	Pol beta inh	APEX1 inh	POLH inh
COc1ccc(C2Nc3cc(OC)ccc3-n3cccc32)cc1 (centres undefined)	0	26%	5%	-7%	52%[activator]	4%	1%	1%	-30%
CN(c1ccccc1C(=O)Nc1ccc(F)c(F)c1)S(C)(=O)=O	-12	38%[activator]	-6%	-1%	0%	-15%	3%	-9%	-15%
C=CC(=O)c1ccc(CCCCCC)cc1	.	.	-4%&5%	-6%	-8%	-4%[60.1 µM]	.	-2%	.
Cc1nonc1NC(=O)CSc1nnc(-c2ccoc2C)n1CC(C)C	-1	13%	-5%	-4%	5%	-14%	22%	1%	-7%
COc1cccc(-c2nn(C)c3sc(C(=O)NCc4ccc(C)o4)cc23)c1	4&-4	14%	0%	7%	-8%	-1%	-18%	3%	-11%
COc1ccc(OC)c(NC(=O)COC(=O)CCNc2ccccc2OC)c1	3	22%	0%	.	.	-22%	.	0%	-8%
COc1ccc(C(=O)OC2C(OC)OCC(O)C2O)cc1 (centres undefined)	-9	-20%	-7%	.	.	-3%	.	.	-6%
O=C1CN=C(Nc2cccc(C(F)(F)F)c2)N1C1CCCC1	1	-1%	-1%	3%	-6%	-4%	7%	5%	-14%
CCCNc1nc(=S)n(-c2ccccc2)c(C)c1C(C)=O	-7	67%[activator]	-1%	-1%	0%	-9%	4%	2%	-12%
COc1ccc(C(=O)NCc2ccc3c(c2)CCN3C(C)=O)c(OC)c1	-7	-3%	0%	-2%	-9%	-11%[60.1 µM]	3%	.	-8%
Cc1ccc(NC(=O)O/N=C2\CCCCC2c2ccc([N+](=O)[O-])cc2[N+](=O)[O-])cc1 (centres undefined)	-4	2%	-2%	-5%	?	-5%	54%	14%	-6%
Cc1cccc(NC(=O)CCNS(=O)(=O)c2ccc3c(c2)CCCC(=O)N3)c1C	-5	10%	-2%	0%	-2%	4%	19%	.	-9%
O=C1C2CCCCN2C(=O)N1CCCCN1CCN(c2ccc(F)cc2)CC1 (centres undefined)	0	?	-5%	0%	-4%	-7%	15%	-3%	2%
CC1(C)S[C@@H]2[C@H](NC(=O)COc3ccccc3)C(=O)N2C1C(=O)OCc1cc2ccccc2n1S(=O)(=O)c1ccccc1 (some centres undefined)	.	.	.	-12%	-12%	.	-24%	5%	.
CCNC(=S)NCc1ccc2[nH]c(C)cc2c1	3	5%	0%	-13%	8%	14%	-22%	-5%	-7%
O=C(Oc1cccc(-n2cnnn2)c1)c1ccccc1	-7	88%[activator]	-1%	2%	-11%	0%	29%	-1%	-17%

Only part of the results is shown; count on the stated rates, not on these rows.
